# Vif-A3G inh: blocks the Vif interaction with human APOBEC3G; 410,000 tested, 0.076% active; Q9HC16; AID 602310; Potency, µM (series often up to 46.1 µM), inactives show top-dose activity, negative = active, actives largely listed as inhibitors; HeLa A3G-eYFP + Vif (tagged APOBEC3G with the HIV-1 protein that degrades it), YFP fluorescence, overnight;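 note: % is set by controls: 0 for no effect and ±100 for the full control effect; nearly all actives have a fitted effect of over 60% in size; hits raise eYFP signal because A3G escapes Vif-driven loss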
#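 HeLa cells stably expressing Vif and C-terminally eYFP-tagged A3G, seeded overnight at 37 deg C, then exposed to compound by pintool overnight at 37 deg C. Rise in yellow fluorescence (Ex 488/Em 500-530, Acumen) marks blocked Vif-driven A3G degradation.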
# TrxR1 substrate: rat thioredoxin reductase 1 substrate activity; AID 588456; 390,000 tested, 0.01% active; Potency, µM (series often up to 114 µM), inactives show at the top dose activity change, negative = substrate turnover; purified TrxR1 substrate turnover, NADPH consumption readout; note: % is set by controls: 0 for no effect and ±100 for the full control effect; nearly all actives have a fitted effect of over 50% in size
# Target sequence (O89049 whole entry, looked up): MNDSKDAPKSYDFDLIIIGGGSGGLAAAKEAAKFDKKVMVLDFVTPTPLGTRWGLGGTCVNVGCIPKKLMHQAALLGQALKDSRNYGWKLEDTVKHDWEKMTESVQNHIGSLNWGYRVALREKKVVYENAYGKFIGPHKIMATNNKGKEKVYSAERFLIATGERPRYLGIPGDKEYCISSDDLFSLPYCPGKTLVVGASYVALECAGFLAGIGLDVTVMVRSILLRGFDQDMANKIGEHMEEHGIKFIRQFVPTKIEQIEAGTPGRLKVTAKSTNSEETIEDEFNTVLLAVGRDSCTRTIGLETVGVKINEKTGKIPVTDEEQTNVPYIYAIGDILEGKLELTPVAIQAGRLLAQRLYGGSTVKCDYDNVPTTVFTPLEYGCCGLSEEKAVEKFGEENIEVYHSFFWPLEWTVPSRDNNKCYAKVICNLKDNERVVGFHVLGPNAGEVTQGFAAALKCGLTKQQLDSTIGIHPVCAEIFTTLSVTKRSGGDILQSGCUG
#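 Rat TrxR1, dispensed at 90 nM, was prereduced with 400 uM NADPH (final) for 5 min at ~22 deg C, then incubated with compound 15 min before 400 uM selenite. A first-read NADPH fluorescence drop versus no-compound background flagged substrates.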
# mIDH1 inhibitor: blocks human mutant IDH1 R132H enzyme. O75874. IDH1-R132H enzyme, NADPH consumption, diaphorase/resazurin fluorescence. Potency, µM (top dose mostly 76.6 µM), without a hit: at the top dose activity change, negative = inhibition, most hits filed as inhibitors. 390,000 tested, 0.093% active. AID 602179; note: % is set by controls: 0 for no effect and ±100 for the full control effect; nearly all actives have a fitted effect of over 65% in size
# Target sequence (O75874 whole entry R132H, stated change not applied): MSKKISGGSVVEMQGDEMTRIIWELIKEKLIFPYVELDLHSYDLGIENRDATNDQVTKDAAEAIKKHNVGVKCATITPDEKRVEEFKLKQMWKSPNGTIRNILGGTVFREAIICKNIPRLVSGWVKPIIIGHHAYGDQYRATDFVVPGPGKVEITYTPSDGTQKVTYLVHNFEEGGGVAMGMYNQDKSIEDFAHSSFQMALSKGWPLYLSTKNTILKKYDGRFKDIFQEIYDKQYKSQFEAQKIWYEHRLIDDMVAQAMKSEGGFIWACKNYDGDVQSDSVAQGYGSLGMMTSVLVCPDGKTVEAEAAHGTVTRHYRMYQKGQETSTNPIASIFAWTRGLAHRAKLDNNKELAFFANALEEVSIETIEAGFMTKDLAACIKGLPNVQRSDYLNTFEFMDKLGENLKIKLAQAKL
#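 IDH1-R132H (0.5 ug/mL dispensed) in pH 7.5 Tris buffer was preincubated 30 min with compound, then given a substrate mix of 0.016 mM NADPH and 2 mM alpha-KG for 80 min at room temperature; remaining NADPH was read by diaphorase/resazurin fluorescence.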
# USP1 inh: blocks the human USP1/UAF1 deubiquitinase complex | O94782 | Potency, µM (titrated, usually from 57.1 µM), inactives show at the top dose activity change, negative = inhibition, hits mostly inhibitors | recombinant USP1/UAF1, Ub-Rhodamine cleavage fluorescence | 390,000 tested, 0.23% active | AID 743255; note: % is set by controls: 0 for no effect and ±100 for the full control effect; nearly all actives have a fitted effect of over 60% in size; inactives centre near -12
#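 Step one: compound is pinned into 1nM USP1/UAF1 in HEPES pH 7.8 buffer with TCEP. Step two: 15 min room-temperature incubation. Step three: Ub-Rho (150nM final) starts cleavage, tracked by fluorescence over six one-minute reads.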
# Vif-APOBEC3F blk: Vif-A3F binding inhibition. 390,000 tested, 0.2% active. HeLa A3F-eYFP + Vif (tagged APOBEC3F with the HIV-1 protein that degrades it), YFP fluorescence increase. Potency, µM (highest dose often 46.1 µM), inactives show top-dose activity, negative = active. AID 602313; note: % of control where 0% means no effect; nearly all actives have a fitted effect of over 65% in size
#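 HeLa cells stably expressing A3F-eYFP plus Vif, plated and incubated overnight at 37 deg C, then exposed to compounds overnight at 37 deg C. Blocked degradation read as raised yellow fluorescence (Ex 488/Em 500-530).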
# TrxR1 inh: blocks rat thioredoxin reductase 1; O89049; Potency, µM (doses to about 114 µM), without a hit: at the top dose activity change, negative = inhibition, usual class: inhibitors; recombinant rTrxR1, NADPH fluorescence consumption, selenite substrate; 390,000 tested, 1% active; note: % is set by controls: 0 for no effect and ±100 for the full control effect; nearly all actives have a fitted effect of over 65% in size
#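 Rat TrxR1 (90 nM in the dispensed reagent) was pre-reduced with 400 uM NADPH for 5 min at room temperature, then incubated with compound for 15 min. After 400 uM selenite was added, NADPH fluorescence (Ex 340/Em 450 nm) was followed for 8 min.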
# RXFP1 agonist: agonists of human relaxin receptor RXFP1; Q9HBX9; HEK293T-RXFP1 cAMP TR-FRET, 30 min; response scale: percent of porcine relaxin response, buffer zero; Potency, µM (series often up to 57.5 µM), without a hit: at the top dose activation, most hits filed as activators; 370,000 tested, 0.3% active; AID 2676; note: % is set by controls: 0 for no effect and ±100 for the full control effect; nearly all actives have a fitted effect of over 60% in size; many of its hits are not listed in these tables
#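 cAMP rise read by TR-FRET after 30 min, 37C compound exposure (up to 58 uM) in RXFP1-transfected HEK293 cells with Ro 20174 present. EC50 from Hill-equation fits, with 29 nM porcine relaxin as 100% and buffer as basal.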
# ALOX12 inh: ALOX12 (human) lipoxygenase inhibition; P18054; purified 12hLO, xylenol orange hydroperoxide absorbance; Potency, µM (titrated, usually from 108 µM), for the others: top-dose activity change, negative = inhibition, usual class: inhibitors; 580,000 tested, 1.1% active; AID 1671190; note: % is set by controls: 0 for no effect and ±100 for the full control effect
#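 Purified human 12hLO (150 nM final) in 25 mM Hepes, 0.01% Triton X-100, pH 7.0 was preincubated 15 min at room temperature with compound. Then 40 uM arachidonic acid was added, 30 min. Hydroperoxide was read by Fe-XO absorbance ratio 573/405 nm.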
# RGS4 inh: human RGS4 inhibition; P49798; Transcreener GDP fluorescence polarization, RGS4-accelerated GTP hydrolysis; Potency, µM (titrated, usually from 114 µM), for inactives: top-dose activity change, negative = inhibition, actives largely listed as inhibitors; 390,000 tested, 0.039% active; AID 504845; note: % is set by controls: 0 for no effect and ±100 for the full control effect; nearly all actives have a fitted effect of over 75% in size; some results filed as inactive show a strong effect at the top dose
#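 MLSMR compounds (23 nl, pin-transferred) preincubated 10 min at room temperature with a 500nM (2x) first reagent, then RGS4 at 900nM (2x) plus Transcreener GDP mix added; fluorescence polarization (620/688 nm) read before and after 90 min at 30 °C.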
# * = called active by the depositor; i = inactive; ? = inconclusive; / = not tested or not shown; & = joins results of further samples; [ ] = dose if it differs, or a comment. Calls come from the whole dose curve; as a rule, active = well fitted curve in the direction sought with a large enough effect; inconclusive = small, poorly fitted or top-dose-only effect, or another doubt; inactive = no such curve, though single readings can be large; an effect the other way counts as inactive or inconclusive. Potency is the fitted concentration of half-maximal effect. An excerpt; the hit share may differ from the screen's.
SMILES,Vif-A3G inh,TrxR1 substrate,mIDH1 inhibitor,USP1 inh,Vif-APOBEC3F blk,TrxR1 inh,RXFP1 agonist,ALOX12 inh,RGS4 inh
O=C(Cc1n[nH]c(=O)c2ccccc12)NCc1ccccn1,-1%,-6%,3%,-10%,-1%,-8%,0.6%,24%,-24%
CC(C)Cn1c(CN(C)Cc2ccccc2)nc2c1c(=O)n(C)c(=O)n2C,0%,0%[57.1 µM],-5%,-2%,0%,11%[57.1 µM],1.9%,60%[activator],-1%
O=C(NN(C(=O)C1CC1)c1nc2ccccc2s1)C1CC1,7%,0%,1%,-15%,-11%,16%,2.6%,-8%,1%[11.4 µM]
Nc1[nH]n2c(=O)cc(-c3ccccc3)nc2c1N=Nc1ccc(S(N)(=O)=O)cc1,0%,-7%[57.1 µM],-9%,-2%,5%,-23%[57.1 µM],4.4%,3%,-22%
COc1ccccc1N1CCN(C2CCCN(C(=O)CCc3cnccn3)C2)CC1 (stereo not drawn),1%,9%,-4%,-19%,5%,19%,0.7%,1%,12%
O=C1NC(Cc2ccccc2)C(=O)Nc2ccc(Br)cc21 (stereo not drawn),-2%,7%,-5%,-14%,6%,17%,-2.3%,2%,-10%
CCOC(=O)C1(C/C(C)=N/NC(N)=O)CC(C)(C)OC1=O (stereo not drawn),-2%,14%[57.1 µM],15%,-15%,-10%,18%[57.1 µM],1.0%,6%,16%
CCOc1ccc(CCNC(=O)C2CCN(c3nn4c(=O)cc(C)nc4s3)CC2)cc1OCC,-1%,-3%,0%,-8%,-1%,13%,3.1%,471%[activator],8%
COc1cc(O)c(C(CC(=O)N2CCN(c3ccccc3)CC2)c2ccc(N(C)C)cc2)c(OC)c1 (stereo not drawn),-1%&1%,-8%&-11%,-1%,-24%,-6%,-9%&0%,-3.9%,1%,5%&3%
Cc1cccc(NC(=O)c2ccccc2-c2ccccc2)c1,-5%,10%,20%,-19%,0%,19%[57.1 µM],1.1%,8%,5%
CC(=O)N(c1ccccc1)c1nc(C)cc(C)c1C#N,0%,0%,-6%,-16%,-5%,0%,-2.1%,-24%,-11%
CCN(Cc1ccncc1)C(=O)CCc1nnc(CCc2ccc(OC)cc2)o1,1%,-6%,-1%,-6%,0%,-7%,0.1%,6%,7%
Cc1ccnc(NC(=O)c2ccc(S(=O)(=O)NCc3ccco3)cc2)c1,-17%,-1%[57.1 µM],0%,-10%,2%,1%[57.1 µM],2.0%,?,2%
CC1(c2ccc3c(c2)OCCO3)NC(=O)N(CC(=O)Nc2ccccc2F)C1=O (stereo not drawn),0%,-8%,11%,4%,?,-3%,0.9%,-16%,20%
CCSc1nc(-c2ccc(OC)cc2)nc2c1Cc1c(CO)cnc(C)c1O2,5%,6%,-21%,0%,5%,16%,-3.5%,-22%,-4%
CCn1c(SCC(=O)c2cc(C)ccc2C)nc2cc(S(=O)(=O)N3CCOCC3)ccc21,-3%,-9%,2%,-17%,-12%,-2%,0.4%,-24%,-9%
COc1cc2c(cc1OC)C(=S)NC1(CCCC1)C2,-6%,2%[57.1 µM],12%,-7%,?,10%[57.1 µM],6.0%,?,-9%
CSCc1nnc(NC(=O)c2ccc(S(=O)(=O)N(C)C)cc2)o1,-2%,-5%,10%,-2%,0%,6%,-0.7%,5%,15%[11.4 µM]
CCCNC(=O)c1ccccc1NS(=O)(=O)c1ccc2c(c1)OCCO2,0%,19%,-1%,-19%,4%,11%[57.1 µM],-0.9%,?,-32%[11.4 µM]
Oc1ccc(Br)cc1C1C=C(c2ccc3c(c2)OCO3)NC(c2ccc(Cl)cc2)N1 (stereo not drawn),-24%,7%[0.0914 µM],/,/,/,-18%,/,/,-36%
COc1ccc(NC(=O)c2ccc(NC3=NC4CS(=O)(=O)CC4S3)cc2)cc1 (stereo not drawn),2%,16%[57.1 µM],13%,-18%,3%,15%[57.1 µM],0.1%,-4%[57.4 µM],-2%
Cc1ccc(NC(=O)CN(C)CC(=O)Nc2cccc(F)c2)cc1S(=O)(=O)N1CCCCCC1,-9%,1%[11.4 µM],-6%,-22%,-8%,9%[11.4 µM],2.5%,-14%,15%
CC(=O)N1CC2([N+](=O)[O-])CN(C(C)=O)CC([N+](=O)[O-])(C1)C2(C)C,2%,4%,6%,-1%,7%,30%,0.9%,16%,24%
Cc1ccc(S(=O)(=O)N2CCN(CC(O)c3ccccc3)CC2)cc1 (stereo not drawn),-1%,7%[57.1 µM],0%,-13%,-2%,9%[57.1 µM],-0.2%,-10%,13%
Cc1cccc(N/N=C/c2ccc(C)s2)c1,0%,1%,-4%,-20%,-5%,19%,-2.1%,-24%,8%
# (next part)
SMILES,Vif-A3G inh,TrxR1 substrate,mIDH1 inhibitor,USP1 inh,Vif-APOBEC3F blk,TrxR1 inh,RXFP1 agonist,ALOX12 inh,RGS4 inh
CSc1ccc(CN(C)CC(=O)NC(=O)NCCC2=CCCCC2)cc1,0%,4%,4%,-10%,-1%,12%,0.9%,168%[activator],-25%
O=S(=O)(N1CCCCC1)N1CCN(c2ccc(F)cc2)CC1,2%,8%,0%,0%,-1%,29%,-1.2%,2%,16%
COc1ccccc1NC(=O)c1cc(S(=O)(=O)NCCC2=CCCCC2)ccc1F,0%,1%[57.1 µM],-11%,-31%,-2%,10%[57.1 µM],3.1%,2%,15%
O=C(COC(=O)c1ccc(F)c(S(=O)(=O)N2CCOCC2)c1)NC1CCCCC1,1%,0%,2%,-4%,-13%,7%,0.3%,2%,1%
Cc1cccc(-n2c(SCC(=O)O)nc3sc4c(c3c2=O)CCC4)c1,-1%,3%,14%,-19%,-1%,20%,-1.8%,48%[activator],-22%[56.9 µM]
O=S(=O)(NCC(c1cccs1)S(=O)(=O)c1ccccc1)c1ccc(F)cc1 (stereo not drawn),1%,-15%[57.1 µM],13%,?,2%,13µM*,1.0%,-18%,-39%
Cc1nnc(SCC(=O)N2CCc3ccccc32)n1-c1ccccc1,0%,-8%,9%,-12%,/,-3%,-0.9%,0%,-9%
O=C(CNC(=O)c1ccc(Br)o1)NCc1ccccc1,-7%,6%,-2%,-21%,-12%,10%,3.8%,i,4%
COc1ccc(CCN2CC(C(=O)N(C)CCn3nc(C)cc3C)CCC2=O)cc1 (stereo not drawn),1%,4%,7%,-16%,-11%,4%,1.2%,-3%,-11%
O=C(Cc1c(O)c2ccccc2oc1=O)c1ccc(C(F)(F)F)cc1,-8%,6%[57.1 µM],-8%,-4%,-6%,22%[57.1 µM],1.0%,0%,-7%
Cc1ccc(SC(C)C(=O)Nc2ccncc2)cc1 (stereo not drawn),2%,7%,7%,-18%,-8%,25%,-0.1%,12%,-3%
CCOc1ccc(N=C(/C(C(=O)C(=O)N2CCOCC2)=C(\O)c2ccccc2)c2ccccc2)cc1,-4%,-3%,4%,-27%,-16%,?,2.8%,-5%,-17%
CNC(=O)C1CCC(Cn2c(=O)c3sccc3n(CC(=O)Nc3ccccc3)c2=O)CC1 (stereo not drawn),-6%,11%[57.1 µM],3%,-11%,-14%,22%[57.1 µM],2.2%,5%,-6%
CCOc1ccccc1NC(=O)c1cccc(S(=O)(=O)N(Cc2ccccc2)c2ccccc2OC)c1,0%,-3%,5%,-6%,-5%,-8%,-0.1%,-1%,12%
CCOC(=O)c1c(C)oc2ncnc(Nc3cccc(C(F)(F)F)c3)c12,-3%,-3%,-1%,-24%,-10%,0%,-0.2%,-17%,9%
COc1ccc(/C=C/C(=O)NCc2c(C)nn(C)c2C)cc1COc1ccc(Br)cc1,-5%,11%[57.1 µM],1%,-15%,5%,16%,3.1%,-12%,-17%
Cc1c(OC(C)C(=O)NCCCN2CCOCC2)ccc2c3c(c(=O)oc12)CCC3 (stereo not drawn),1%,15%,-3%,-8%,3%,-1%,3.4%,0%,11%
